Screening results (PubChem)
Pf apPOL block: Pf-apPOL DNA polymerase inhibition; actives 0.25% (n = 210,000); AID 1794808; inhibition, % at 10 µM; Recombinant Pf-apPOL, molecular beacon fluorescence, 1.5 h
mHTT CaM bind: disrupts binding of mutant huntingtin to calmodulin; AID 1671202; AlphaScreen His-mHTT/GST-CaM binding, luminescence; actives 3.6% (n = 190,000); inhibition, % at 15 µM;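 note: 0% = both proteins with DMSO and 100% = one protein alone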
Target sequence (P42858 whole entry, looked up, stated change not applied): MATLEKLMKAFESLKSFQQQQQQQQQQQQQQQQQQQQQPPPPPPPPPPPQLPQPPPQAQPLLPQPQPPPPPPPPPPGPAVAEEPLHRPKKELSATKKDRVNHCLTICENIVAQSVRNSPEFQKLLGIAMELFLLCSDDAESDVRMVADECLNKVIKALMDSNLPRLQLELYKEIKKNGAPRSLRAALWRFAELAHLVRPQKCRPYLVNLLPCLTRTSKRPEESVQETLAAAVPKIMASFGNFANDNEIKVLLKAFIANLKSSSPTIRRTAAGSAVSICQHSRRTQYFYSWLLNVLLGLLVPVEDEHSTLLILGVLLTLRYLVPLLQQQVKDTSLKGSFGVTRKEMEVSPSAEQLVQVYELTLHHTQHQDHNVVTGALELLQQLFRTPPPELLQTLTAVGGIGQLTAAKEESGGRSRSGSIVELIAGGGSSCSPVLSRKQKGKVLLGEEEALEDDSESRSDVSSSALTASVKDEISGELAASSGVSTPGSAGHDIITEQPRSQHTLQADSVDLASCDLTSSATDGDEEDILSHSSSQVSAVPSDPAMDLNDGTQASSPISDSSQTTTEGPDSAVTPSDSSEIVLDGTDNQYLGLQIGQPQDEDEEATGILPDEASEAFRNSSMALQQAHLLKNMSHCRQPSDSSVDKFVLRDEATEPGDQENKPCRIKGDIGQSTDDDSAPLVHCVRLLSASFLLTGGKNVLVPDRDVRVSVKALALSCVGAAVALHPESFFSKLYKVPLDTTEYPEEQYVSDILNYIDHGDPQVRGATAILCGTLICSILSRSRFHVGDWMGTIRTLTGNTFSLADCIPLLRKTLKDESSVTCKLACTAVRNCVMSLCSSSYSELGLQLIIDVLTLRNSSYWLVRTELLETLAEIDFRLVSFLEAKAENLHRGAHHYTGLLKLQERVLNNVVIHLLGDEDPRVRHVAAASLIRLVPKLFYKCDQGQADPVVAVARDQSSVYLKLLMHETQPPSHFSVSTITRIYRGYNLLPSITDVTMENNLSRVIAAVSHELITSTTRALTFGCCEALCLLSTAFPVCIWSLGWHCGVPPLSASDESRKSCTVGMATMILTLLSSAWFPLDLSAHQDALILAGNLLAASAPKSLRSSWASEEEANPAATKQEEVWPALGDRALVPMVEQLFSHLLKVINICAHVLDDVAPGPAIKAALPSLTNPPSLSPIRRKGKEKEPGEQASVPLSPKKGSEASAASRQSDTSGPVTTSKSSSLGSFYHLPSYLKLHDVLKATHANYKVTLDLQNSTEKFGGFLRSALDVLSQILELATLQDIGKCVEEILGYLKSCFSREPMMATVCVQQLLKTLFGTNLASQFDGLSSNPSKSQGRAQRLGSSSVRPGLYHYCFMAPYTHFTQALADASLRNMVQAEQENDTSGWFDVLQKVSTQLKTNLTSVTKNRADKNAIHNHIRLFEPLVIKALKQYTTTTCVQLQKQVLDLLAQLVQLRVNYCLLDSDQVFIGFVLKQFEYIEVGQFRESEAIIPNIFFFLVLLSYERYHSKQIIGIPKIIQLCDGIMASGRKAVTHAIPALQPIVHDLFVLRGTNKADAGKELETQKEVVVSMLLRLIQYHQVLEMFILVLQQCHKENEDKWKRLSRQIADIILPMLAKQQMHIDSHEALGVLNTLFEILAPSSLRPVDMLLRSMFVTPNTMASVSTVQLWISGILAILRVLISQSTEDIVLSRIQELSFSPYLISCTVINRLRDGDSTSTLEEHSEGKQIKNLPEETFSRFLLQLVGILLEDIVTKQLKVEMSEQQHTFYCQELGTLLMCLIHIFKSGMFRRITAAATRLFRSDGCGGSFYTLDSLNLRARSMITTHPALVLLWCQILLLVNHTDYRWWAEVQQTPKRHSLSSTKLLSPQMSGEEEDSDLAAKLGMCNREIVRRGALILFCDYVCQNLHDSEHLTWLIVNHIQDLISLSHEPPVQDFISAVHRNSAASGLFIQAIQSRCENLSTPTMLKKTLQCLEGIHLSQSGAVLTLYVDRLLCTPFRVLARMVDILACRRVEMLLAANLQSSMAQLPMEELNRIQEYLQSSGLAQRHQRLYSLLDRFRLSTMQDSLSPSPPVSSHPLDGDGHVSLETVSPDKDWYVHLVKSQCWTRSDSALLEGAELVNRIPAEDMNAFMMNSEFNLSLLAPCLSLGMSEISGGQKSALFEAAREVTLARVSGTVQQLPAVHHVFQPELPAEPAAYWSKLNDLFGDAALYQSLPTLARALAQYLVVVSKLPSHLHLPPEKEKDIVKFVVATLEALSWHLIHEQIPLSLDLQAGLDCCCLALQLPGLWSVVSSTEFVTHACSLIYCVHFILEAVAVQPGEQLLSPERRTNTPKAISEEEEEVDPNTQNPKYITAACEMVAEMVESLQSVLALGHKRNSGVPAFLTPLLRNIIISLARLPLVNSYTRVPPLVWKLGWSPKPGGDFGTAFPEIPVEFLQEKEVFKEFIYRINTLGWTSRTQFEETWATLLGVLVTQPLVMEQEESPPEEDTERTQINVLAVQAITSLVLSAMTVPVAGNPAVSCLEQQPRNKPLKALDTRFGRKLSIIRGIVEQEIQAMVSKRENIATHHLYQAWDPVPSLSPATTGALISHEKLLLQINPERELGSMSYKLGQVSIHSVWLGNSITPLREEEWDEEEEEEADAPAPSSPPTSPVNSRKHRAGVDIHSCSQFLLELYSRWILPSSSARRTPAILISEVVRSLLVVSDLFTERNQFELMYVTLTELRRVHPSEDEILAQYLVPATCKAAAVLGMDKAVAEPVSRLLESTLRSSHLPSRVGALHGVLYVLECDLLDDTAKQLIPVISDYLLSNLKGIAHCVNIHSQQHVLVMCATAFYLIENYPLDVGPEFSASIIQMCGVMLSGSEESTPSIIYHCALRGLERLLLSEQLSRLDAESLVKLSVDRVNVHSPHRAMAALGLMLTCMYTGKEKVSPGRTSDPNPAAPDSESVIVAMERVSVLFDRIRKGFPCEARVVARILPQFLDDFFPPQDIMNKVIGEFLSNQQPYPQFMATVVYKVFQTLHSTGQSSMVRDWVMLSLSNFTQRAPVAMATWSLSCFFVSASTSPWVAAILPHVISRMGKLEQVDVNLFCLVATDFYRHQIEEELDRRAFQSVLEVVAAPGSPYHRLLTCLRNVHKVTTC
* = called active by the depositor; i = inactive; / = not tested or not shown; & = joins results of further samples. Cut-off read from the data, not from the text of the source: active = inhibition above about 50%; inactive = the rest.

SMILES	Pf apPOL block	mHTT CaM bind
Cc1ccc(S(=O)(=O)N2CCc3c(c(-c4nc(-c5ccccc5)no4)nn3C)C2)cc1	0	-7
Cc1ccc(C2=CC(c3cc(Br)ccc3OC(F)F)n3nnnc3N2)cc1 (centres undefined)	9	-3
COc1ccccc1-n1c(C)nc(=O)c(-c2ccccc2)c1C	-6	0
O=C(NC1CC1)C1CCCN(c2ncccc2-c2noc(C3CCC3)n2)C1 (centres undefined)	-7	-4
O=C(NN1CCOCC1)c1cccc([N+](=O)[O-])c1	8	3
CC1CCN(c2nc3c(c(=O)n(C)c(=O)n3C)n2Cc2c(F)cccc2Cl)CC1	-2	6
CC(=O)NCCc1csc(C2CCCN(C(=O)c3ccccc3F)C2)n1 (centres undefined)	-5	1
CN1CCC(Nc2nc(-c3ccncc3)nc3c2CCC3)CC1	-1	-3
Cc1c(-c2ccnn2C(=O)c2cccs2)cnn1-c1ccccc1	-5	/
O=C1NN(c2ccc(Br)cc2)C(=O)/C1=C/c1cccn1-c1ccc([N+](=O)[O-])cc1	-2	27
CCOc1cccc(-c2nc(C(=O)NC(C)C)cs2)c1	-2	-10
Cc1ccc(NC(=O)c2ccccc2[N+](=O)[O-])nc1	-9	-1
CCC(=O)Oc1ccc2c(=O)c(Oc3ccccc3Br)c(C)oc2c1	-5	-3
Cc1ccc(C2Cn3nnc(C(=O)N4CCC(C(=O)NC5CCCC5)CC4)c3CO2)cc1 (centres undefined)	-4	2
CSc1nc(C)nc(Sc2cccc(C(F)(F)F)c2)c1C#N	-5&-7	/
Cc1onc(-c2ccccc2Cl)c1C(=O)NNC(=O)c1cc(C)n(C(C)(C)C)n1	1	/
COCCCNC(=O)c1cc(Sc2cccc(Cl)c2)nc2ccccc12	-8	-2
COc1ccccc1CN1CCC(C(=O)NCCc2ccccc2)CC1	-4	-8
O=[N+]([O-])C(=C1NCCCN1)C(=C(Cl)Cl)N1CCOCC1	2	-3
c1ccc(-n2ncc3c(NCc4ccco4)ncnc32)cc1	7	7
CC1=C(C(=O)Nc2ccc(C)cc2C)C(c2ccc([N+](=O)[O-])cc2)n2ncnc2N1 (centres undefined)	-3	-3
Cn1c(NCCc2ccccc2)nc2c1c(=O)n(Cc1ccc(F)cc1)c(=O)n2C	-5	11
COc1ccc(NC(=O)CNS(=O)(=O)c2ccc(Br)s2)cc1Cl	1	-2
Cc1ccc(NC(=O)C2OC3OC(C)(C)OC3C3OC(C)(C)OC23)cc1 (centres undefined)	-6	-2
COc1ccccc1CNC(=O)C(NS(=O)(=O)c1cccs1)C(C)C (centres undefined)	-8	3
Cc1ccccc1CS(=O)(=O)Cc1ccc(C(=O)NCC2CCCO2)o1 (centres undefined)	-11	0
COc1ccccc1NC(=O)c1ccc(N(Cc2ccccc2Cl)S(C)(=O)=O)cc1	-2	-3
CCN(Cc1cccnc1)C(=O)CN(c1ccc(OC)nc1)S(=O)(=O)c1ccccc1C	7	/
O=S(=O)(c1ccccc1)c1nc(-c2ccccc2F)oc1NCc1ccccc1	6	-7
N#C/C(=C\c1ccccc1F)c1nc2ccccc2s1	-7	4
CCN(CC)CCNC(=O)c1cc(Sc2nnc(C)s2)nc2ccccc12	-19	0
COc1ccc(OC(C)C(=O)Nc2cc(OC)c(Cl)cc2OC)cc1 (centres undefined)	-1	-5
O=C(C#Cc1ccc([N+](=O)[O-])cc1)c1ccccc1	-11	6
O=C(Nc1ccccc1C(=O)NCCCCO)c1ccc(Br)cc1	-6	-4
O=C(NCCc1csc(-c2ccccc2)n1)c1ccccc1C(F)(F)F	-5	0
COc1cc(C)ccc1S(=O)(=O)NCc1cccs1	-8	-28
c1ccc(OCC2CN3CCOB(OCC3)O2)cc1 (centres undefined)	-11	2
CCN(C)c1nc(-c2cccc(F)c2F)c2c(N)n(-c3cccc(F)c3)nc2n1	-2	35
CCC(C)C(=O)NC1CCN(c2ccccc2C(=O)N2CCCCC2)CC1 (centres undefined)	-42	22
O=C(C[C@H]1C(=O)N(Cc2cccnc2)C[C@@H]1c1ccc(Br)cc1)Nc1ccc(Br)cc1	-2	-17
O=C(c1nc(-c2cnccn2)no1)N1CCN(c2ccccn2)CC1	-1	-9
Cn1cccc1C1CC(c2ccccc2Cl)=NN1C(=O)CN1CCOCC1 (centres undefined)	-1	22
O=C(Nc1c2c(nn1-c1cccc(Cl)c1)CSC2)c1ccc(Cl)c([N+](=O)[O-])c1	-2	6
COc1cccc2c1c(NC(=O)c1cc3ccccc3s1)nn2C	-5	/
O=c1oc(/C=C/c2cccc([N+](=O)[O-])c2)nc2ccc(Br)cc12	-2	2
CC1=C(C(=O)Nc2ccccc2C)C(c2ccccc2Cl)C(C#N)=C(SCC(N)=O)N1 (centres undefined)	5&3	12&21
CCCN1CCC(=O)N([C@H](COc2ccccc2)c2ccccc2)CC1	-9	22
CCCc1cc(C2CCCN2C(=O)c2cc(C3CC3)on2)no1 (centres undefined)	-1	-7
COc1cc(OC)c(CNc2cccc(F)c2)cc1Br	6	-29
COc1ccc(NC(=O)N2CCc3c(nc4cc(-c5ccccc5)[nH]n4c3=O)C2)c(C)c1	-1	1
CCC[C@H]1[C@@H](N)CC[C@@]23CCCN2C(=O)CCC[C@@H]13	0	0
O=C(Cc1c[nH]c2ccccc12)NC1CC(O)C(CO)C1 (centres undefined)	-2	5
CCCCOc1ccc(CNC(=O)C2CCCN(c3nccc(C)n3)C2)cc1 (centres undefined)	1	-1
COc1ccc(/C(N)=N/OC(=O)COc2ccc(C)cc2Br)cc1	-3	i
CC1(C)Cc2ccccc2/C(=C/c2ccc3ccccc3n2)N1	/	29
COc1ccccc1Cc1noc(C2CN(C(=O)c3ccc4nsnc4c3)C2)n1	-4	14
CC(=O)N1CCc2ccc(NC(=O)CSc3ccc(F)cc3)cc2C1	-9	9
COc1cccc(C(=O)Nc2c3c(nn2-c2ccccc2C)CSC3)c1OC	-2	13
C=Cc1ccc(Cn2cccc(S(=O)(=O)N3CCCC3)c2=O)cc1	0	-4
Cc1ccc(-c2cn(-c3ccc(Oc4ccccc4)cc3)c(=O)[nH]2)cc1	-5	23
(continued)
SMILES	Pf apPOL block	mHTT CaM bind
COc1cc(C=O)c(Br)cc1OCc1ccc(F)cc1	-8	-17
CCCC(C)NC(=O)Cc1ccccc1OC (centres undefined)	-5	-1
CC1CCN(c2ncc3c(n2)CCN(Cc2ccc(Br)cc2)C3)CC1	-7	54*
CCCCOc1ccc(N2C(=O)CC(N3CCN(c4ncccn4)CC3)C2=O)cc1 (centres undefined)	4	12
O=S1(=O)CCOCCCN1Cc1cccc(Cl)c1	-7	8
CCOc1cccc(C(=O)Nc2cc(-c3nc4ncccc4o3)ccc2Cl)c1	-11	-5
Cc1cc2c(cc1Cl)C(c1ccc3c(c1)OCO3)CC(=O)O2 (centres undefined)	-8	1
O=c1c2ccccc2nc(SCc2cccnc2)n1CCC1=CCCCC1	-2	-10
CS(=O)(=O)c1nsc(S(C)(=O)=O)c1C#N	-11&-3	-4
COc1ccc(CCN(C)CC(=O)Nc2c(C)cc(C)cc2C)cc1OC	3	-6
Cc1ccsc1C(=O)N1CCCC(c2n[nH]c(C3CC3)n2)C1 (centres undefined)	2	-4
COc1cc(C)ccc1OCCOc1cccc(Cl)c1	-17	-87
CCc1nnc(NC(=O)c2ccc([N+](=O)[O-])cc2)s1	-8	-4
O=S(=O)(Nc1ccc(OC(F)(F)F)cc1)C1CC1	-2	-12
CC(NC(=O)C(=O)Nc1ccc(Cl)cc1)c1ccccc1 (centres undefined)	-3	0
O=C(NCC1CCCCC1)C1CCc2sc(C(=O)N3CCCC3)cc2C1 (centres undefined)	-3	4
COc1ccc(OCCCOc2ccccc2Cl)cc1	-3	-89
Cc1ccc(CCNC(=O)CCS(=O)(=O)Cc2ccccc2Cl)cc1	-16	-9
O=C(NCc1ccc(F)cc1F)C1CCc2sc(C(=O)N3CCCC3)cc2C1 (centres undefined)	-9	0
Cc1nn(C2CCS(=O)(=O)C2)c(C)c1N1CCN(C(=O)NCc2cccs2)CC1 (centres undefined)	-1	1
CCOc1ccc(NC(=O)c2cc(N3CCOCC3)c3cc(C)ccc3n2)cc1	-4	23
CCOc1ccc(C2C(N3C(=O)c4ccccc4C3=O)C(=O)N2c2ccccc2F)cc1 (centres undefined)	-4	11
CCN(CC)S(=O)(=O)c1cc(C(=O)Nc2ccc([N+](=O)[O-])cc2)ccc1C	0	3
Clc1ccc2nonc2c1	-10	/
CCCNC(=O)C1CCCN(c2nc3ncn(CC(=O)NC4CCCC4)c(=O)c3s2)C1 (centres undefined)	-1	0
CC1CC(C)CN(S(=O)(=O)c2ccc(F)c(C(=O)Nc3ccc(F)cc3)c2)C1 (centres undefined)	18	2
CCN1C(=O)NC(=O)/C(=C/c2cn(CCOc3ccc4c(c3)OCO4)c3ccccc23)C1=O	-8	6
CNC[C@H](O)c1cccc(O)c1	-9	/
O=C(CSc1ncn[nH]1)Nc1ccccc1C(F)(F)F	-1	2
Cc1cc(C(F)(F)F)c(C#N)c(SCC(=O)c2ccc(Br)cc2)n1	6	-51
COc1cccc(CNC(=O)C2CCN(c3cc(N4CCOCC4)ncn3)CC2)c1	-6	-3
CC(C)(C)C1=Nn2c(nnc2-c2ccc(C(C)(C)C)cc2)SC1	/	6
CCOc1cc(/C=C2/C(=O)N(c3ccc(C)c(C)c3)N=C2C)cc(I)c1O	-16	72*
C=CCNCCOc1ccccc1CC=C	-1	-2
CC1(C)CC(=O)C2=C(C1)N(c1cccc(C(F)(F)F)c1)C(N)=C(C#N)C2c1ccsc1 (centres undefined)	-2	24
CC(C)=CC1C(C(=O)O)C1(C)C (centres undefined)	-3	/
O=C(O)c1c(-c2cccs2)nnc2ccccc12	21	/
O=C(Nc1nnc(-c2cccs2)o1)c1cnccn1	-5	-10
O=C(Cn1cnc2ccccc2c1=O)NCCN=C1NS(=O)(=O)c2ccccc21	-2&3	-1&-2
CC1CCC(N2CCN(C)CC2)CC1 (centres undefined)	8	2
CCCNC(=O)c1cncc(-c2c(C)cccc2C)c1	2	0
Cc1c(C)n2c(SCC(=O)NCc3ccco3)nnc2[nH]c1=O	2	-9
Cc1n[nH]c(C)c1S(=O)(=O)N1CCC(C(=O)NC2CCCCC2C)CC1 (centres undefined)	-7	-2
CC(=O)N1CCc2cc(Br)cc(S(=O)(=O)NC(C)(C)C)c21	0	-2
CC(C)(C)c1cccc(NC(=S)N2CCSCC2)c1	-3	/
COc1ccc(C2=NOC(C(=O)NCc3cccs3)C2)cc1 (centres undefined)	0	-8
Cc1ccsc1C1N(c2ccc(Cl)c(Cl)c2)C(=O)C2CCCN21 (centres undefined)	-6	96*
COc1cccc(OC)c1C(=O)N1CCN(C(=O)c2ccco2)CC1	2	3

Of the compounds above, 14 have a thiophene ring, fused or not:
SMILES	Pf apPOL block	mHTT CaM bind
Cc1c(-c2ccnn2C(=O)c2cccs2)cnn1-c1ccccc1	-5	/
COc1ccc(NC(=O)CNS(=O)(=O)c2ccc(Br)s2)cc1Cl	1	-2
COc1ccccc1CNC(=O)C(NS(=O)(=O)c1cccs1)C(C)C (centres undefined)	-8	3
COc1cc(C)ccc1S(=O)(=O)NCc1cccs1	-8	-28
COc1cccc2c1c(NC(=O)c1cc3ccccc3s1)nn2C	-5	/
Cc1ccsc1C(=O)N1CCCC(c2n[nH]c(C3CC3)n2)C1 (centres undefined)	2	-4
O=C(NCC1CCCCC1)C1CCc2sc(C(=O)N3CCCC3)cc2C1 (centres undefined)	-3	4
O=C(NCc1ccc(F)cc1F)C1CCc2sc(C(=O)N3CCCC3)cc2C1 (centres undefined)	-9	0
Cc1nn(C2CCS(=O)(=O)C2)c(C)c1N1CCN(C(=O)NCc2cccs2)CC1 (centres undefined)	-1	1
CC1(C)CC(=O)C2=C(C1)N(c1cccc(C(F)(F)F)c1)C(N)=C(C#N)C2c1ccsc1 (centres undefined)	-2	24
O=C(O)c1c(-c2cccs2)nnc2ccccc12	21	/
O=C(Nc1nnc(-c2cccs2)o1)c1cnccn1	-5	-10
COc1ccc(C2=NOC(C(=O)NCc3cccs3)C2)cc1 (centres undefined)	0	-8
Cc1ccsc1C1N(c2ccc(Cl)c(Cl)c2)C(=O)C2CCCN21 (centres undefined)	-6	96*

More records follow:
SMILES	Pf apPOL block	mHTT CaM bind
O=C(OCc1cn([C@H]2CN(C(=O)c3cccs3)[C@@H](c3ccc(Cl)cc3)C[C@@H]2O)nn1)c1ccccc1	-5	9
CN1CCCc2cc(C(=O)NCc3cccnc3)sc21	2	1
CC1(C)CC(=O)C2=C(C1)N(c1ccc(Cl)cc1)C(N)=C(C#N)C2c1ccc2c(c1)OCO2 (centres undefined)	-5	12
COc1ccc(-c2c(C)oc3cc(OCC(=O)OCc4ccccc4)ccc3c2=O)cc1OC	-10	5
CCOc1cc2c(c([N+](=O)[O-])c1)NC(c1ccccc1F)C1CC=CC21 (centres undefined)	-2	95*
CC(C)S(=O)(=O)c1ccc(CC(=O)NCc2n[nH]c(=O)c3ccccc23)cc1	-6	-16
Brc1ccc(CN2CCN(c3ccccn3)CC2)s1	-8	-4
COc1ccccc1CNC(=O)c1ccc2c(c1)nc1n2CCCCC1	-4	-1
Cc1cc(N2CCOCC2)nc2ccc(NC(=O)/C=C/c3cccc(Cl)c3)cc12	6	21
CC(=O)N(c1ccc(Br)cc1)C1SC(=O)N(c2ccccc2)C1=O (centres undefined)	-3	2
Cc1cc(NC(=O)CN2C(=O)c3ccccc3C2=O)no1	0&-7	-4&1
Cn1c(=O)c2c(ncn2CC(=O)NCc2ccc(Cl)cc2)n(C)c1=O	-9	-2
CCN(Cc1cc(-c2ccc(C)c(C)c2)on1)C(=O)NC(C)C	3	31
CCCC(=O)Nc1c2c(nn1-c1ccc(Cl)cc1)CSC2	-5	-6
C=C1C2(C(=O)Nc3ccc(OC)cc3)CCC(C2)C1(C)C (centres undefined)	2	-4
Cc1cccc(C(=O)N2CCc3c(c(COCc4ccccc4)nn3C)C2)c1	-7	26
